# Source: PubChem BioAssay
# PNC inhibitor: perinucleolar compartment assembly inhibition. PC3M PTB-GFP, PNC prevalence imaging, 16 h; active compounds read low. 3.1% of 140,000 active. activity change (PNC), negative = inhibition, % at 10 µM;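 active = readout at or below -70, meaning at least 70% loss of cells showing the perinucleolar compartment, a nuclear body marking cancer cells; inconclusive = readout between -30 and a set limit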;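 also: plate controls were DMSO wells for no effect and camptothecin positive control wells for full effect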
#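 Read-out is percentage of cells bearing a perinucleolar compartment, from automated 20x imaging of fixed, Hoechst-stained PC3M PTB-GFP cells. Cells were seeded 4 h, then exposed 16 h to compound (23 nl of library stock) in duplicate plates.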
# IMPase inh: IMPase inhibition in cells; inhibition (IP1 accumulation), % at 46.1 µM; 120,000 tested, under 10 active; P97697; CHO-M1 cells, IP1 accumulation, HTRF TR-FRET ratio; AID 901; active = well fitted curve in the direction sought with a large enough effect in the signal ratio, not every such curve was filed as active; inconclusive = small, poorly fitted or top-dose-only effect, or a change in a side signal; inactive = no such curve, though single readings can be large or run the other way; the % refers to the signal ratio;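 also: cells stimulated with carbachol in lithium chloride buffer; plate controls were DMSO basal wells for no effect and reference inhibitor wells for full effect; higher means more IMPase inhibition seen as more IP1 and lower FRET ratio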
# Target sequence (P97697 whole entry, looked up): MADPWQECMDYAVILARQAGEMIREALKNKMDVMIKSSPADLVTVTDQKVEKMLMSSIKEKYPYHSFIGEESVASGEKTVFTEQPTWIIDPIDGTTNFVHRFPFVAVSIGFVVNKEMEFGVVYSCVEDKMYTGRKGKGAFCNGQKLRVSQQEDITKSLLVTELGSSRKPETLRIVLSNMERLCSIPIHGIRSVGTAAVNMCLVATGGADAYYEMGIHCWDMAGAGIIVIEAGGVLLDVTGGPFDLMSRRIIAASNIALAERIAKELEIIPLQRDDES
#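 Carbachol-driven Gq signalling in CHO-M1 cells (2000/well) generates IP1. Compounds that block IMPase raise IP1 and so reduce the FRET signal from Eu-anti-IP1 and d2-IP1 after a 10 min room-temperature lysis.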
# 15-hLO-2 inh: blocks human 15-lipoxygenase 2 activity; O15296; purified 15hLO-2, xylenol orange hydroperoxide absorbance; Potency, µM (top dose mostly 57.1 µM), for the others: at the top dose activity change, negative = inhibition, hits mostly inhibitors; 0.56% of 110,000 active; AID 881; also: potency is read from the fitted curve at half-maximal effect; nearly all actives have a fitted effect of over 60% in size; many of its hits are not listed in these tables
#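 Read-out: hydroperoxide product oxidises ferrous iron, measured as xylenol orange complex via the 573-to-405 nm absorbance ratio after 30 min. Reaction: 50 nM enzyme, 15 min compound preincubation, 45 uM arachidonic acid, 90 min RT, Hepes pH 7.5 with Triton X-100.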
# 12-hLO inh: 12-hLO (ALOX12) enzyme inhibition | Potency, µM (titrated, usually from 57.1 µM), for inactives: top-dose activity change, negative = inhibition, actives largely listed as inhibitors | AID 1452 | P18054 | 0.12% of 150,000 active | purified 12-hLO, xylenol orange hydroperoxide absorbance; also: potency is read from the fitted curve at half-maximal effect; nearly all actives have a fitted effect of over 55% in size; many of its hits are not listed in these tables
# Target sequence (P18054 whole entry, looked up): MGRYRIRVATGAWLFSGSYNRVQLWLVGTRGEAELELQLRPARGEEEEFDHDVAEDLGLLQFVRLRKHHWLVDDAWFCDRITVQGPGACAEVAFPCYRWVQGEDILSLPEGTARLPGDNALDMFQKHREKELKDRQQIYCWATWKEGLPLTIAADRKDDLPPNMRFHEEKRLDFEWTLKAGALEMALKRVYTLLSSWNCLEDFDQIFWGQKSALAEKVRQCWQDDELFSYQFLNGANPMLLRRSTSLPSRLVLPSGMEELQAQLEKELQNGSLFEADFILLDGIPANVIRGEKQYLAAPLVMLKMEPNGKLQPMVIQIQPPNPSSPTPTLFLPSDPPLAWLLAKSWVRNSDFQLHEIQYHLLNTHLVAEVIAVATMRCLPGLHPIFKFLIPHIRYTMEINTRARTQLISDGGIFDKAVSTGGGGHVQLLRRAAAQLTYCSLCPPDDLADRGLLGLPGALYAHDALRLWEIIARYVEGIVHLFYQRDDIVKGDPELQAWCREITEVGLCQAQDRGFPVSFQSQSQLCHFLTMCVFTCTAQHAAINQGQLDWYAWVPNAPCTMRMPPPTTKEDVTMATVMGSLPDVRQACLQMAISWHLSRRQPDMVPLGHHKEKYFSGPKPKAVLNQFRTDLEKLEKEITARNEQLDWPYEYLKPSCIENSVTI
#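 Hydroperoxide formation by human 12-lipoxygenase from 40 uM arachidonic acid was followed colorimetrically via ferric-xylenol orange complex, using the 573/405 nm absorbance ratio. Enzyme concentration was 150 nM, with 30 min reaction at room temperature.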
# The depositor's hits bear a star; ? = inconclusive; / = no result given; [ ] = dose if it differs, or a comment. Unless noted, calls follow the shape of the dose curve; as a rule, active = well fitted curve in the direction sought with a large enough effect; inconclusive = small, poorly fitted or top-dose-only effect, or another doubt; inactive = no such curve, though single readings can be large; an effect the other way counts as inactive or inconclusive. Unless noted, % is scaled to controls: 0 for no effect and ±100 for the full control effect.
# Sequence of screens – PNC inhibitor, IMPase inh, 15-hLO-2 inh, 12-hLO inh
- Cc1cc(C(=O)C(=O)NC(C)C)c(C)n1-c1ccc([N+](=O)[O-])cc1
    -6, -7, -5%, 1%
- Cc1ccc(/C(N)=N/OC(=O)c2cccs2)cc1
    -1, /, /, 0%
- COc1ccc(C(O)c2nccn2Cc2ccccc2)cc1 (stereo not drawn)
    38, 1, 16%, -6%
- CCC(NC(=O)CCCc1ccccc1)c1ccccc1 (stereo not drawn)
    -10, /, /, -2%
- COc1cc(NC(=O)c2cccc3c2C(=O)N(Cc2cccnc2)C3)cc(OC)c1OC
    -26, 3, /, -1%
- C=CCNC(=S)Nc1ccc(Br)cc1F
    -88*, -4, /, -5%
- COc1ccc(C(C(=O)NC2CCCCC2)N(C(=O)c2sc(C)nc2C)c2ccccc2C)cc1 (stereo not drawn)
    18, 11, 0%, 5%
- CCN1C(=O)/C(=C\c2cccs2)C(C(=O)OC)=C1C
    10, 3, -12%, -4%
- CCCC(=O)n1nc(-c2ccco2)nc1SCc1ccccc1
    -9, 5, /, 12%
- CCOC(=O)c1ccc(NC(=O)c2ccc3c(c2)OCO3)cc1
    ?, 2, -1%, -6%
- CCOCCOC(=O)COc1ccc(N2C(=O)c3ccccc3C2=O)cc1
    -12, -2, 4%, 0%
- CCOC(=O)c1ccc(N2C(=O)CC(SCC(N)C(=O)OCC)C2=O)cc1 (stereo not drawn)
    16, -1, -26%, -8%
- Cc1cc(C)nc(NS(=O)(=O)c2ccc(NC(=O)CCC3COc4ccccc4O3)cc2)n1 (stereo not drawn)
    -19, -10, 0%, 2%
- Cc1nc(N)sc1-c1csc(N(C)c2ccc(O)cc2)n1
    9, 8, -15%, ?
- O=S(=O)(NCc1csc(-c2cccnc2)n1)c1cccs1
    -24, 3, -3%, -3%
- Cc1sc2ncnc(N3CCCCC3C)c2c1C (stereo not drawn)
    16, 10, 5%, -4%
- COc1ccc(/C=C2\CCCC(C(=O)C(F)(F)F)=C2O)cc1
    11, -8, -11%, -5%
- Cc1csc2c(C#N)c(=O)c3c(n12)CCC3
    2, -14, -8%, -4%
- N=c1n(CCN2CCOCC2)c2ccccc2n1CC(=O)c1ccc(Cl)c(Cl)c1
    2, 2, 3%, ?
- COc1ccc(-c2nnc(SC(C)C(=O)Nc3ccc4c(c3)OCCO4)o2)cc1 (stereo not drawn)
    45, 0, -1%, -1%

# Already shown: two of the compounds above.
# Sequence of screens – PNC inhibitor, IMPase inh, 15-hLO-2 inh, 12-hLO inh
- N=c1n(CCN2CCOCC2)c2ccccc2n1CC(=O)c1ccc(Cl)c(Cl)c1
    2, 2, 3%, ?
- COc1ccc(-c2nnc(SC(C)C(=O)Nc3ccc4c(c3)OCCO4)o2)cc1 (stereo not drawn)
    45, 0, -1%, -1%

# Next results:
# Sequence of screens – PNC inhibitor, IMPase inh, 15-hLO-2 inh, 12-hLO inh
- Clc1ccc(CSCCc2ccncc2)cc1Cl
    /, /, 4%[11.4 µM], 0%[11.4 µM]
- COc1cc([N+](=O)[O-])ccc1NC(=S)Nc1cccc(C(=O)O)c1
    0, /, /, -3%
- c1ccc(C2(CNc3ccccn3)CCCC2)cc1
    ?, 2, 24%, 2%
- CC1CCCC(C)N1CC(C)(C)NS(=O)(=O)c1ccc(Cl)cc1 (stereo not drawn)
    21, -1, -5%, -6%
- Cc1cc(C)c2c(N)c(S(=O)(=O)c3ccccc3)sc2n1
    3, 10, -8%, -6%
- CCC(=O)Nc1cccc(NC(=O)c2cccc([N+](=O)[O-])c2)c1
    ?, 0, 1%, -3%
- COc1ccc(CCNC(=O)[C@@H]2C[C@H]2c2ccccc2)cc1OC
    ?, /, /, 3%
- COc1cccc(S(=O)(=O)Nc2cccc(C(=O)N3CCOCC3)c2)c1
    6, 18, /, 5%
- CCCCCn1c(CN2CCN(C(=O)OCC)CC2)nc2c1c(=O)[nH]c(=O)n2C
    ?, 13, -4%, -2%
- O=C(N/N=C/c1ccc(N2CCCCC2)o1)c1ccccc1
    50, /, /, -8%
- CC(=O)N1CCN(Cc2cc(=O)n3cc(Cl)c(C)c(Cl)c3n2)CC1
    22, -1, 4%, -2%
- COc1ccc(Cn2nnc3c(=O)[nH]c(C4CCN(C(=O)c5ccccc5Cl)CC4)nc32)cc1
    11, 3, -28%, -7%
- CCOC(=O)c1ccc(N2C(=O)CC(N3CCCC(C)C3)C2=O)cc1 (stereo not drawn)
    44, 1, -12%, 7%
- O=C(CNC(=S)NC(=O)c1ccccc1)c1ccccc1
    ?, /, /, ?
- CCOc1ccccc1N1C(=O)c2ccc(C(=O)O)cc2C1=O
    9, 10, -4%, 0%
- CC1(C)CC(=O)C2=C(C1)N(Cc1ccccc1)C(=O)C2(O)C(F)(F)F (stereo not drawn)
    17, 0, -8%, 4%
- O=C(c1cc(-c2ccccc2)on1)N1CCN(C(=O)c2ccco2)CC1
    8, -3, 0%, 1%
- CCCNC(=O)c1cc2c3ccccc3n(C)c2s1
    21, 29, -20%, 0%
- c1cc(CNC2=NCCCCC2)ccn1
    1, -9, -2%, 0%
- CCSc1nc2c(sc3ccccc32)c(=O)n1C(C)C
    -27, -22, -5%, 9%
- COC1(c2ccccc2)NC(=S)NN=C1c1ccccc1 (stereo not drawn)
    30, -11, ?, -11%
- CCOC(=O)CSC1=C(C#N)C(c2ccc(C)cc2)C(C(=O)OC)C(=O)N1 (stereo not drawn)
    30, 0, -9%, -5%
- CCOc1cccc(NC(=O)C2CC(=O)N(C)C(=Nc3ccccc3)S2)c1 (stereo not drawn)
    38, 8, 3%, -9%
- COc1ccc(N2C(=O)CC(N3CCC(O)(c4cccc(C(F)(F)F)c4)CC3)C2=O)cc1 (stereo not drawn)
    23, ?, -18%, -5%
- COc1ccc(CSc2n[nH]c(C)n2)cc1Br
    31, 0, -1%, 4%
- CC(C)=CCc1c(O)cc(C)oc1=O
    /, /, 7%, 1%
- O=C(/C=C/c1ccoc1)c1ccccc1O
    -13, /, /, -8%
- CNC(=O)COC(=O)[C@@H](Nc1ccc(S(=O)(=O)N2CCOCC2)cc1[N+](=O)[O-])C(C)C
    -113*, /, /, -2%
- CC(=O)c1c(N2CCN(C(=O)c3ccco3)CC2)nc(=S)n(-c2ccccc2)c1C
    11, 9, -1%, 2%
- Cc1nn(-c2ccccc2)c(Cl)c1/C=N/NC(=O)CNC(=O)c1ccccc1Cl
    75, /, /, -2%
- O=C(COc1ccc(Br)cc1)N1CCN(c2ccccc2)CC1
    -1, -5, 6%, -1%
- COc1ccc([N+](=O)[O-])cc1NC(=O)CSc1nc(C)c(C)c(C)n1
    -14, /, /, -2%
- Cc1ccc(N2CCN(C3=NC(=O)C(Cc4ccccc4)S3)CC2)cc1 (stereo not drawn)
    9, -2, /, -2%
- COc1ccc(C(=O)O)cc1S(=O)(=O)N(C)CCc1cccnc1
    24, 1, 4%, 1%
- COc1ccc(CNc2nc(-c3ccccc3)nn2C(=O)c2cccs2)cc1
    29, 3, 6%, 3%
- CCn1c(-c2cc3c(C(F)(F)F)nn(C)c3s2)n[nH]c1=S
    ?, 0, -10%, -10%
- O=C(O)c1ccccc1C(=O)Nc1cc2c(cc1Br)-c1ccccc1C2=O
    /, /, -7%[11.4 µM], -1%[11.4 µM]
- CCOC(=O)C(=CNc1cc(C)nn1C(C)(C)C)C(=O)OCC
    31, 8, 3%, 4%
- O=C(COc1ccccc1)Nc1ccccc1N1CCCCC1
    -5, 8, 7%, -3%
- O=C(CSc1nnc(Cn2nnc(-c3ccccc3)n2)n1-c1ccccc1)Nc1ccccc1
    ?, 4, 3%, -6%
- CC(=O)[C@@]1(O)CC[C@H]2[C@H]3C[C@@H](C)C4=CC(=O)C=C[C@]4(C)[C@@]3(F)[C@@H](O)C[C@]21C
    /, -4[20.6 µM], 5%[25.6 µM], 1%[25.6 µM]
- Cc1cccc([C@H]2[C@@H]3C=CCC[C@@H]3C(=O)N2Cc2ccccc2)c1
    /, /, 0%[0.0915 µM], -5%[0.00818 µM]
- C=CCn1c(C)cc(C(=O)Cn2ncc(Cl)c(Cl)c2=O)c1C
    3, /, /, -2%
- CNC(=O)c1ccc(-c2sc3nc(N4CCOCC4)c4c(c3c2N)CCCC4)o1
    -17, -16, ?, -24%
- CCOC(=O)N1CCN(C(=O)COc2ccc(S(=O)(=O)Nc3ccc(OCC)cc3)cc2)CC1
    ?, 4, 2%, 2%
- CCCCC(=O)Nc1nc(C)c(-c2csc(Nc3ccc(Cl)cc3)n2)s1
    41, 8, -26%, -20%
- COc1ccc(/C=C2\OC(=S)N(C)C2=O)cc1
    1, 10, /, -3%
- COc1ccccc1OCCCCOc1ccccc1F
    102, 3, 19%, 2%
- Cc1c(-c2ccccc2)nc2ccccc2c1C(=O)OCC(=O)Nc1ncc(C(F)(F)F)cc1Cl
    3, /, /, -2%
- CCOc1ccccc1N(C(=O)Nc1ccc(Cl)cc1)C1=NC(C)CS1 (stereo not drawn)
    -9, 10, /, -4%

# (more compounds)
# Sequence of screens – PNC inhibitor, IMPase inh, 15-hLO-2 inh, 12-hLO inh
- Cc1nnc(NC(=O)CSC2CCCCC2)s1
    ?, 7, -3%, -3%
- CCN(CC)S(=O)(=O)c1ccc(NC(=O)C(C)N(c2ccccc2)S(C)(=O)=O)cc1 (stereo not drawn)
    -25, 7, /, -7%
- CN(C)c1nc(Cl)cc(N2CCOCC2)n1
    25, 6, 0%, 0%
- COC(=O)C(C)n1cnc2c(nnn2-c2ccc(OC)cc2)c1=O (stereo not drawn)
    ?, -3, 0%, -4%
- S=C(Nc1cccnc1)NC1CCCC1
    38, -4, /, 0%
- Cc1cccc(-c2noc(C3CCCCC3)n2)c1
    -16, -2, -10%, -2%
- C=CCCCOc1ccc(C(=O)O)cc1
    31, 3, 13%, 3%
- COC(=O)C1=C(C)N(CCc2ccccc2)C(=O)C1(NS(=O)(=O)c1ccc(NC(C)=O)cc1)C(F)(F)F (stereo not drawn)
    29, 4, -13%, -6%
- O=C1C2C3C=CC(CC3)C2C(=O)N1/N=C/c1ccccc1O (stereo not drawn)
    76, 3, 3%, -10%
- Cn1c(=O)n(CCN2CCOCC2)c(=O)c2c1nc1n2CCN1c1ccc(Oc2ccccc2)cc1
    17, -14, -2%, -2%
- CCOC(=O)c1[nH]c(C)c(C(=O)OCc2c(C)noc2C)c1C
    26, 0, -1%, -6%
- Fc1ccccc1CNc1ccc(Cl)cc1
    -13, 3, /, 4%
- O=C1CCCC2=C1C1(CCCCC1)N=C(Nc1nc3ccccc3o1)N2
    ?, ?, /, 1%
- CNc1nc(-c2ccccn2)nnc1-c1ccccc1
    17, 0, 21%, 2%
- O=[N+]([O-])c1cccnc1-n1cnc2ccccc21
    5, /, /, 0%
- N#CC(=NCCO)C1=C(O)c2ccccc2C1=O
    /, /, -7%[11.4 µM], 0%[11.4 µM]
- O=C(Cn1cc(C(F)(F)F)ccc1=O)N/N=C/c1ccc(Cl)cc1
    -11, /, /, 1%
- COc1cc(S(=O)(=O)N(Cc2ccccn2)Cc2ccco2)ccc1-n1cnnn1
    -12, -13, /, 3%
- Cc1cc(C)c2c(c1)/C(=C/C(=O)c1ccc(Br)s1)C(=O)N2
    -12, -1, -25%, -12%
- Cc1cc(NC(=O)c2ccc(N(C)S(=O)(=O)c3ccccc3)cc2)no1
    31, 3, 2%, -3%
- COc1ccccc1N1CCN(C(=O)C(Cc2ccccc2)NC(=O)C2CCCCC2)CC1 (stereo not drawn)
    -2, 7, 1%, -5%
- CC(C)CC(c1nnnn1Cc1ccco1)N1CCN(c2cccc(Cl)c2)CC1 (stereo not drawn)
    0, ?, 4%, -9%
- CCOC(=O)N1CCC(NC(=O)CCCN2C(=O)CSc3ncccc32)CC1
    ?, 23, 29%, -2%
- CC(C)=C1C2C=CC1C(C(=O)Nc1cc(C)ccc1C)C2C(=O)O (stereo not drawn)
    36, 8, -2%, 0%
- COc1cccc(Sc2ccccc2CN(C)C)c1
    26, -7, 8%, 6%
- COc1ccc(OCCn2cc(/C=N/NC(=O)c3ccncc3)c3ccccc32)cc1
    ?, /, /, -2%

# The list is partial. The share of hits here may be higher or lower than overall.
